OX1R antag-1 – blocks the human orexin 1 receptor; O43613; OX1R-expressing cells, FRET antagonist read-out; inhibition, % at 6.6 µM; hit rate 1.8% among 330,000; AID 485270; in the data active = inhibition mostly above about 38%, no sharp cut-off; inactive = mostly below about 40%;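 also: 0% = agonist challenge alone and 100% = reference antagonist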
Target sequence (O43613 whole entry, looked up): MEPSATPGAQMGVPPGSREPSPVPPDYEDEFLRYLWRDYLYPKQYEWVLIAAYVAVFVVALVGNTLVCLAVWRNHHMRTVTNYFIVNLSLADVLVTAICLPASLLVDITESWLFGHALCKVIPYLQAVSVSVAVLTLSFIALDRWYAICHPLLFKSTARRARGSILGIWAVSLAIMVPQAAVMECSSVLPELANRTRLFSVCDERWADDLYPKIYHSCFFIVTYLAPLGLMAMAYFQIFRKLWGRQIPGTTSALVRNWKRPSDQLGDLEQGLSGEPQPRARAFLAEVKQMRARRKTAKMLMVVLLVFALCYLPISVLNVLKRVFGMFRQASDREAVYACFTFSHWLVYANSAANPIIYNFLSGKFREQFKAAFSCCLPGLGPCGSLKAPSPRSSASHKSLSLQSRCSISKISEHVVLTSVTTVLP
OX1R antag-2 – blocks the human orexin 1 receptor | CHO/OX1R cells, Fluo-8 calcium fluorescence, orexin A | inhibition, % at 5 µM | hit rate 0.43% among 330,000 | AID 434989;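 active = inhibition above its plate's threshold, mean inhibition of all tested compounds on the plate plus 3 SD, cut at about 37% in these data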;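 also: 0% = orexin A challenge wells and 100% = SB-334867-A antagonist wells; not every result past the cut was called active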
STK33 inh – human STK33 kinase inhibition. purified STK33, MBP phosphorylation, ADP-Glo luminescence. hit rate 0.073% among 320,000. Q9BYT3. inhibition, % at 10 µM;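 active = inhibition at or above 25%, using the most active replicate where run in duplicate; inactive = inhibition below 25%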
Target sequence (Q9BYT3 whole entry, looked up): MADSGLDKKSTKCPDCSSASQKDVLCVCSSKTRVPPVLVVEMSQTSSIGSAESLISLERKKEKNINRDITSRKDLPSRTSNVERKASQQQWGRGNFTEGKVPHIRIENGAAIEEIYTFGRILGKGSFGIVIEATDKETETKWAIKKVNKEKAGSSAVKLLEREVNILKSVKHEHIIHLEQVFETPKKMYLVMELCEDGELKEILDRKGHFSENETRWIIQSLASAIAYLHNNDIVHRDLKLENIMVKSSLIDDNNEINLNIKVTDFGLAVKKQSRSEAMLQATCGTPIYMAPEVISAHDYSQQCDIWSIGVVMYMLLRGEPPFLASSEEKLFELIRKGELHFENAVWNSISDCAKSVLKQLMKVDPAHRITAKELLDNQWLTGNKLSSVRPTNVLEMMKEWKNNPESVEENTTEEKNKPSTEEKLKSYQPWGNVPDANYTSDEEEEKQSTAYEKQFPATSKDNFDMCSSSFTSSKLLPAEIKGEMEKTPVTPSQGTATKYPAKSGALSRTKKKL
The depositor's hits bear a star; . = no result given.

SMILES | OX1R antag-1 | OX1R antag-2 | STK33 inh
Cn1c(CCNC(=O)c2ccco2)nc2cc(NC(=O)C3CCCCC3)ccc21 | 14.2 | 0.8 | -2.6
CCCN(CCC)Cc1c(C(=O)N/N=C/C(C)=C\c2ccco2)nnn1-c1nonc1N | 2.4 | -23.4 | 0.1
CC1CCc2c(nc3ncnn3c2N2CC(C)OC(C)C2)C1 (stereo not given) | 2.4 | 0.1 | -1.7
CC1(C)CC(=O)C(C=Nc2ccccc2)=C(O)C1 | 20.2 | -9.1 | -0.5
Cc1ccc(CSc2nnc(NC(=O)C3COc4ccccc4O3)s2)cc1 (stereo not given) | 21.7 | -27.0 | -0.6
Cc1ccc(S(=O)(=O)NC(=O)N(C)C2CCCCC2)cc1 | 6.0 | -17.5 | 0.5
CCC(=O)Nc1nc(-c2ccccc2)nc(SC)c1C(C)=O | 22.6 | -9.1 | -2.2
Cc1cnc(Sc2ncccc2[N+](=O)[O-])nc1 | 39.4 | -8.1 | -1.2
Cc1ccc(N=Nc2c(N)nn(-c3ccccc3)c2N)cc1 | 24.6 | -9.2 | -0.1
CCC1=NN(C(=O)c2ccc(Cl)cc2)C(O)(c2ccccc2)C1 (stereo not given) | 6.6 | -26.2 | -1.9
CC(=O)OCC(OC(C)=O)C(OC(C)=O)C(OC(C)=O)C(=O)Nc1ccc(C)cc1 (stereo not given) | 2.9 | -10.9 | -0.8
COc1cc(C(=O)N/N=C/C2CC=CCC2)cc(OC)c1OC (stereo not given) | 3.5 | -17.9 | 0.1

(list continues)
SMILES | OX1R antag-1 | OX1R antag-2 | STK33 inh
COc1ccc(NC(=S)NC(C)C(c2ccccc2)N2CCOCC2)cc1 (stereo not given) | 11.3 | -26.4 | -0.2
Cc1cccc2sc(N(CCN3CCOCC3)C(=O)CCS(=O)(=O)c3ccccc3)nc12 | 19.7 | -23.1 | .
CCN1CCN(CCc2nc3cc(NC(=O)COc4ccc(Cl)cc4)ccc3n2C)CC1 | 3.1 | -22.8 | 0.2
CN(C)c1ccc(/C=N/N(CCC(=O)NC(C)(C)C)C2=NS(=O)(=O)c3ccccc32)cc1 | -12.8 | -17.2 | -0.3
Cc1cc(NC(=O)c2ccc(NC(=O)c3cccs3)cc2)no1 | 10.0 | -22.5 | 1.1
COc1ccc(C(=O)CCC(C)(C)[N+](=O)[O-])cc1OC | 24.5 | 2.5 | -0.9
C=Cc1cccc(NC(=O)c2ccc(NC(=O)c3ccco3)cc2)c1 | 21.1 | -3.1 | -1.6
O=C(NC(Cc1ccccc1)C(=O)O)/C(=C\c1ccc(F)cc1)NC(=O)c1ccccc1 (stereo not given) | 6.2 | -0.9 | -0.3
COc1ccc(C(=O)N(CCc2ccccc2)Cc2ccccc2)cc1S(=O)(=O)N1CCOCC1 | 16.2 | -32.2 | 0.4
COc1ccccc1C(=O)NCC(=O)OCC(=O)c1ccc(Cl)s1 | 18.2 | -12.4 | -0.2
O=C(O/N=C1\CCS(=O)(=O)c2sccc21)C1CC1 | 3.5 | -10.6 | .
N#CC1=C(N)Oc2cc(N)ccc2C1c1ccccc1F (stereo not given) | 8.0 | -4.3 | -1.9

Remaining list, next part.
SMILES | OX1R antag-1 | OX1R antag-2 | STK33 inh
CCC(C)c1ccccc1NC(=O)C(C)OC(=O)c1ccco1 (stereo not given) | 10.6 | -8.9 | -0.3
CCOc1ccccc1NC(=O)COC(=O)CN(C)S(=O)(=O)c1ccc(C)cc1 | 1.9 | -28.0 | -0.9
COc1ccc(OCC(=O)NNC(=O)C2CCCO2)cc1 (stereo not given) | 3.4 | -3.4 | -2.7
COc1ccc(N2CCN(S(=O)(=O)c3cc(C)ccc3OC)CC2)cc1 | 23.8 | -16.2 | 2.4
Cc1cc(C)nc(N/N=C/C(Cl)=C/c2ccccc2)n1 | 9.4 | -7.5 | -0.4
Cc1cccc(OCCn2c(CCCO)nc3ccccc32)c1 | 17.6 | -12.0 | -1.6
COc1cc(NC(=O)c2ccc(Br)cc2)c(OC)cc1NC(=O)c1ccccc1 | 17.0 | -36.4 | -0.4
CCOc1cc(C(=O)Nc2cccnc2)cc(OCC)c1OCC | 15.5 | -7.6 | -1.7
Nc1nc2c(s1)CCc1ccccc1-2 | 8.9 | -12.4 | -0.5
CCc1cc(Cl)c(OC)c(C(=O)NC[C@@H]2CCCN2CC)c1O | 11.6 | -5.8 | 0.0
CC(=O)Nc1nc2c(s1)CCc1ccccc1-2 | 16.7 | -21.2 | 0.3
Cc1ccc(S(=O)(=O)N2CCC(C(=O)Nc3ccc(S(=O)(=O)N4CCCC4)cc3)CC2)cc1C | -2.7 | -13.7 | -1.4

New compounds follow.
SMILES | OX1R antag-1 | OX1R antag-2 | STK33 inh
O=C(COc1ccc2ccccc2c1Br)Nn1cnnc1 | 2.7 | -12.5 | -0.3
Cc1ccc(C(=O)N2CCCC(C(=O)c3ccc(Cl)cc3C)C2)cn1 (stereo not given) | 10.8 | -1.6 | 1.9
CCCC[C@H]1COCCS(=O)(=O)N1Cc1ccc(F)cc1 | 29.4 | -26.1 | -0.6
CC(C)c1ccc(NC(=O)COc2ccccc2)cc1 | 2.3 | -5.6 | 0.5
N#Cc1c(NC(=O)CSc2ncn(-c3ccccc3)n2)sc2c1CCCC2 | 20.7 | -20.8 | -0.5
Cc1c(NC(=O)c2cc(-n3cnnc3)ccc2Cl)cccc1-c1nc2ccccc2o1 | 7.7 | -17.7 | -0.9
Cc1ccc(-c2nn(-c3ccccc3)cc2/C=N/NS(=O)(=O)c2ccccc2)cc1 | 4.3 | -4.5 | -0.6
Cc1nnc(SCC(=O)NCc2ccc3c(c2)OCO3)[nH]c1=O | 13.3 | -4.5 | 0.8
CN1CCN(C(=O)/C(=C\c2cccc([N+](=O)[O-])c2)NC(=O)c2cccs2)CC1 | 35.3 | -10.6 | 1.3
COc1ccccc1NC(=O)CNC(=O)c1ccc(Br)o1 | 5.6 | -5.7 | -0.9
CCOc1ccc(C(=O)NCC(=O)OCc2csc(-c3ccccc3)n2)cc1 | 10.9 | -23.0 | 0.6
CCC[C@@H](CN1CCC[C@H]1CN1C(N)=NC[C@H]1CC(C)C)N1C[C@@H](Cc2ccccc2)N(CCc2ccc(Cl)c(Cl)c2)C1=N | 0.2 | -19.0 | 1.4

The list continues:
SMILES | OX1R antag-1 | OX1R antag-2 | STK33 inh
CCCCn1c(N)c(N(C)C(=O)c2ccc(Br)o2)c(=O)[nH]c1=O | -0.5 | -4.5 | -2.8
O=C(Nc1cccc(C(F)(F)F)c1)/C(=C/c1ccco1)NC(=O)c1cccs1 | 61.0 | 29.7 | -0.4
COc1cc(NC(=O)Nc2ccccc2OC)c(OC)cc1NC(=O)CN1CCCCC1 | 5.2 | -23.4 | -2.8
COc1ccc(N2C(=O)C3C(C2=O)C(C(=O)c2ccc(Cl)cc2)N2CCCC32)cc1 (stereo not given) | 5.3 | -13.2 | -1.0
O=C(Nc1ccc2[nH]c(=S)sc2c1)c1ccccc1 | 20.2 | 4.0 | 0.9
O=C(c1ccco1)N1CCN(C(=S)Nc2cccc([N+](=O)[O-])c2)CC1 | 24.7 | -25.6 | -1.0
COC(=O)c1nc2n(n1)C(c1cccc(Cl)c1)C1=C(CCCC1=O)N2 (stereo not given) | 14.7 | -14.0 | -1.5
CCc1nc(Sc2nc(C)cc(C)n2)c2oc3ccccc3c2n1 | 16.9 | -28.9 | -1.8
Cc1cc2c(cc1C)C(=O)NC(C)(C)C2 | 2.1 | 0.3 | -0.2
Cc1cccc(C2CC3(CC(C)(C)NC(=S)N3)Oc3cc(O)ccc32)c1 (stereo not given) | 25.8 | -22.4 | -1.3
CCCC(=O)Nc1c(C)n[nH]c1C | -1.6 | 4.8 | 0.6
COCCNC(=O)c1cccc(OC2CCN(Cc3ccc(C(C)C)cc3)CC2)c1 | 3.9 | -32.5 | .

(cont.)
SMILES | OX1R antag-1 | OX1R antag-2 | STK33 inh
O=C(CN1CCCCCC1)Nc1ccccc1F | 19.2 | -4.9 | -0.8
CN(C)c1ccc(C(CNS(=O)(=O)c2ccc([N+](=O)[O-])cc2)N2CCCC2)cc1 (stereo not given) | 71.0* | -31.7 | -0.2
O=C(OCc1csc(-c2ccccc2)n1)C1=NN(c2ccccc2)C(=O)CC1 | 3.8 | 10.7 | 1.3
COCCCNC(=O)CC(NS(=O)(=O)c1ccc(Cl)cc1)c1ccco1 (stereo not given) | 19.1 | -11.9 | -1.8
COc1ccccc1C1c2[nH]c3ccccc3c2CCN1Cc1ccc(NC(C)=O)s1 (stereo not given) | 16.5 | -29.7 | -0.7
Cc1ccc(Cn2c(SC(C)C(N)=O)nc3ccccc3c2=O)cc1 (stereo not given) | 5.5 | -19.5 | -1.0
Oc1ccccc1/C=N/NC1=NCCCCC1 | 14.2 | -5.4 | 3.3
Cc1ccc(CC(=O)CCc2ccccc2)cc1 | 14.6 | -4.8 | -1.7
CCOC(=O)CC(NC(=O)C1c2ccccc2Oc2ccccc21)c1ccc(C)cc1 (stereo not given) | 27.6 | -1.2 | .
CC(=O)Nc1sc(C)c(C)c1C(=O)OCC(=O)N(Cc1ccccc1)C(C)C | 7.5 | -30.8 | -0.2
Cc1nn(C)c(C)c1N1C(=O)c2cccc3c(N)ccc(c23)C1=O | 19.0 | 62.2* | -1.4
COc1ccc(CN2CCNC(=O)C2CC(=O)N2CCCN(C(C)=O)CC2)cc1OC (stereo not given) | 1.6 | -14.8 | 0.3

Remaining list, next part:
SMILES | OX1R antag-1 | OX1R antag-2 | STK33 inh
C/C(=N/NC(=O)c1ccccc1)C1=C(O)CC(C)(C)CC1=O | 6.3 | 4.3 | -3.0
Cc1ccc(C)c(NS(=O)(=O)c2ccc(OCC(=O)NCc3cccnc3)cc2)c1 | 18.5 | -22.7 | -1.3
O=C(Nc1ccc(S(=O)(=O)Nc2ccc(F)cc2)cc1)c1ccc(CN2CCOCC2)cc1 | 28.0 | 13.8 | 0.4
CCOC(=O)c1ccc(NC(=O)CN(c2ccc(C)cc2)S(=O)(=O)c2c(C)nn(C)c2C)cc1 | 12.0 | -8.4 | 1.7
COc1ccc(C(=O)NCc2ccc3c(c2)cc(C)n3C)cc1 | 1.9 | -23.9 | 1.0
COc1ccc(CC(=O)Oc2ccc(F)c(F)c2)cc1S(=O)(=O)N1CCOCC1 | 17.3 | -33.1 | -0.3
NC(=O)NOCc1cccc(Cl)c1 | 7.7 | -5.2 | -0.4
C=C(C)COc1ccc(-c2n[nH]c(C)c2-c2ccc(Br)cc2)c(O)c1 | 0.6 | -3.8 | -0.7
O=C(O)CNC(=O)/C(=C\c1cccc([N+](=O)[O-])c1)NC(=O)c1ccco1 | 48.8 | -5.2 | -0.9
Cc1cc2cc(CNC(=O)c3ccc(C)c([N+](=O)[O-])c3)ccc2[nH]1 | 8.0 | -4.4 | -0.5
COc1ccc(/C=C/c2nc(-c3ccccc3O)n[nH]2)cc1OC | 103.4* | 72.0* | 5.5
Cc1ccc(S(=O)(=O)N(C)c2ccc(C(=O)NCCc3ccccc3)cc2)cc1 | 15.8 | -9.3 | -0.3

Additional records.
SMILES | OX1R antag-1 | OX1R antag-2 | STK33 inh
CC(C)CCn1nc(C(=O)Nc2nc3c(s2)CCCC3)c2ccccc2c1=O | 14.4 | -21.1 | -1.2
COc1cccc(CNC(=O)CCC2CCCN(C(=O)c3cccnc3SC)C2)c1 (stereo not given) | 3.2 | -1.7 | -0.4
CCOc1ccc(NC(=S)NC(=O)c2c(Cl)cnn2CC)c([N+](=O)[O-])c1 | 38.6 | -21.6 | -1.3
COc1ccc2nc(/N=C(\N)NC(=O)Nc3ccccc3)nc(C)c2c1 | 12.3 | -35.1 | -0.1
CCNC(=S)N/N=C/c1cccc(/C=N/NC(=S)NCC)c1 | 12.1 | -12.6 | 0.1
Clc1ccc(CON/C=N/c2ncnc3sccc23)cc1 | 32.9 | -7.8 | -3.8
O=C(CCNS(=O)(=O)c1ccccc1)OCC(=O)c1ccc(Cl)cc1 | 0.9 | -9.4 | 1.0
Cc1cc(C)nc(CCNC(=O)c2cc(COc3ccc(F)cc3Cl)on2)n1 | 10.8 | -26.3 | 0.5
O=C(CCN1CCc2ccccc2C1)Nc1ccc(F)cc1 | 3.2 | -5.8 | -4.6
COc1ccc(-c2noc(CCC(=O)N3CCN(Cc4ccccc4)CC3)n2)cc1 | 24.2 | -8.9 | -1.5
CCC(C)(C)c1ccc(OCCN2C(=O)NC(C)(C)C2=O)cc1 | 8.9 | -14.1 | -0.4
COc1cc(NC(=O)c2ccc(C)cc2C)ccc1NC(=O)c1cc2ccccc2o1 | 4.3 | -23.5 | 1.4

Some of these compounds in order of the OX1R antag-1 value, ascending:
Structure	OX1R antag-1	OX1R antag-2	STK33 inh
CCC(C)(C)c1ccc(OCCN2C(=O)NC(C)(C)C2=O)cc1	8.9	-14.1	-0.4
Cc1cc(C)nc(CCNC(=O)c2cc(COc3ccc(F)cc3Cl)on2)n1	10.8	-26.3	0.5
CC(C)CCn1nc(C(=O)Nc2nc3c(s2)CCCC3)c2ccccc2c1=O	14.4	-21.1	-1.2
COc1ccc(-c2noc(CCC(=O)N3CCN(Cc4ccccc4)CC3)n2)cc1	24.2	-8.9	-1.5

(continued)
SMILES | OX1R antag-1 | OX1R antag-2 | STK33 inh
Cc1ccccc1CSCC(=O)NC1CCCC1 | 6.3 | -9.5 | -0.1
Nc1c(-c2ccccc2)cnn1-c1ccccc1 | 4.4 | -4.0 | 6.0
CC(=O)Nc1ccc(Nc2nc(C)c([N+](=O)[O-])c(N(C)c3ccccc3)n2)cc1 | 7.9 | -18.4 | 1.7
O=c1[nH]c2c(c(=O)[nH]1)CCC2 | 17.2 | -8.5 | -0.4
CCOc1ccc(N2C(=O)CSC2c2ccncc2)cc1 (stereo not given) | 10.7 | -28.6 | -0.8
CC(OC(=O)/C=C/c1ccccc1)C(=O)N1CCc2ccccc21 (stereo not given) | 6.2 | 11.9 | -1.0

Bioassay records deposited in PubChem by several laboratories.
